High-throughput results: PubChem, National Center for Advancing Translational Sciences (NCATS)
Vif-APOBEC3G blk: qHTS for Inhibitors of Vif-A3G Interactions: qHTS; HeLa A3G-eYFP + Vif (tagged APOBEC3G with the HIV-1 protein that degrades it), YFP fluorescence, overnight; Potency, µM (doses to about 46.1 µM), without a hit: top-dose activity, negative = active, hits mostly inhibitors; 0.076% of 410,000 active;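 further: potency means the concentration at half of the fitted maximal effect; on the % scale 0 is the no-effect control and ±100 the full control effect; nearly all actives have a fitted effect of over 60% in size; hits raise eYFP signal because A3G escapes Vif-driven loss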
Target sequence (Q9HC16 whole entry, looked up): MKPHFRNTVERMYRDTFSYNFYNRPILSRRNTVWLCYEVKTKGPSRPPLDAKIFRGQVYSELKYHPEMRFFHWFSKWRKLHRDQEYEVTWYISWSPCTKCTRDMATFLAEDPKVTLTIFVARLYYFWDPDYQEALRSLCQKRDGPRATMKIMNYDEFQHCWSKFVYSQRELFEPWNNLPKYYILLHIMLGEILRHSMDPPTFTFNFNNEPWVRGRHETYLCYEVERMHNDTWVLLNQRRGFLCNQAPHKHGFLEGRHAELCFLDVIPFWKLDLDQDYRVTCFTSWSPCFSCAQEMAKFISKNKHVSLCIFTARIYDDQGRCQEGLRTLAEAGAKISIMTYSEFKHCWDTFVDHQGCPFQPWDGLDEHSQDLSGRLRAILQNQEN
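HeLa cells stably expressing Vif and C-terminally eYFP-tagged A3G, seeded overnight at 37 deg C, then exposed to compound by pintool overnight at 37 deg C. Rise in yellow fluorescence (Ex 488/Em 500-530, Acumen) marks blocked Vif-driven A3G degradation.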
D1 potentiator: Potentiators of Human D1 Dopamine Receptor: qHTS; D(1A) dopamine receptor (Homo sapiens), P21728; HEK293 TREx D1 cells, calcium flux, dopamine EC20 potentiation; potentiation, % at 10 µM; 0.036% of 360,000 active; in the data active means potentiation above about 30%; further: 0% is about no effect
D2 potentiator: HTS Assay for Positive Allosteric Modulators of the Human D2 Dopamine Receptor: Primary Screen for Potentiators; HEK293 T-REx D2, calcium flux, EC20 dopamine potentiation; potentiation, % at 10 µM; 0.34% of 340,000 active; D(2) dopamine receptor (Homo sapiens), P14416;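 active means potentiation over 3 SD above the plate norm, cut at about 30% in these data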; further: 0% is about no effect
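Tetracycline-induced Hek293 Trex D2 cells, force-coupled to calcium, loaded with no-wash calcium dye. Compound added with 180 s kinetic read for agonism, then EC20 dopamine and a further 180 s read for potentiation.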
Glioma ERSR ind: qHTS for Inducers of the Endoplasmic Reticulum Stress Response (ERSR) in Human Glioma: qHTS; 0.02% of 420,000 active; Potency, µM, inactives show at the highest dose activation, hits mostly activators; AID 602332, 2012; U87-MG GRP78 promoter luciferase reporter, 16 h; further: potency means the concentration at half of the fitted maximal effect; series mostly up to about 76 µM; % of control where 0% means no effect; nearly all actives have a fitted effect of over 35% in size
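Stably transfected U87-MG human glioma cells carrying a GRP78-based luminescent sensor were seeded at 1000 cells/well, pin-dosed with compounds and incubated 16 h. Luciferase reagent was then added, and end-point luminescence was read after 10 min at room temperature.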
RXFP1 ag: qHTS Assay for Agonists of the Relaxin Receptor RXFP1 | Potency, µM (top dose mostly 57.5 µM), for inactives: top-dose activation, usual class: activators | Relaxin receptor 1 (Homo sapiens), Q9HBX9 | 0.3% of 370,000 active | AID 2676, 2010 | HEK293T-RXFP1 cAMP TR-FRET, 30 min; response scale: percent of porcine relaxin response, buffer zero; further: potency means the concentration at half of the fitted maximal effect; on the % scale 0 is the no-effect control and ±100 the full control effect; nearly all actives have a fitted effect of over 60% in size; many of its hits are not listed in these tables
Target sequence (Q9HBX9 whole entry, looked up): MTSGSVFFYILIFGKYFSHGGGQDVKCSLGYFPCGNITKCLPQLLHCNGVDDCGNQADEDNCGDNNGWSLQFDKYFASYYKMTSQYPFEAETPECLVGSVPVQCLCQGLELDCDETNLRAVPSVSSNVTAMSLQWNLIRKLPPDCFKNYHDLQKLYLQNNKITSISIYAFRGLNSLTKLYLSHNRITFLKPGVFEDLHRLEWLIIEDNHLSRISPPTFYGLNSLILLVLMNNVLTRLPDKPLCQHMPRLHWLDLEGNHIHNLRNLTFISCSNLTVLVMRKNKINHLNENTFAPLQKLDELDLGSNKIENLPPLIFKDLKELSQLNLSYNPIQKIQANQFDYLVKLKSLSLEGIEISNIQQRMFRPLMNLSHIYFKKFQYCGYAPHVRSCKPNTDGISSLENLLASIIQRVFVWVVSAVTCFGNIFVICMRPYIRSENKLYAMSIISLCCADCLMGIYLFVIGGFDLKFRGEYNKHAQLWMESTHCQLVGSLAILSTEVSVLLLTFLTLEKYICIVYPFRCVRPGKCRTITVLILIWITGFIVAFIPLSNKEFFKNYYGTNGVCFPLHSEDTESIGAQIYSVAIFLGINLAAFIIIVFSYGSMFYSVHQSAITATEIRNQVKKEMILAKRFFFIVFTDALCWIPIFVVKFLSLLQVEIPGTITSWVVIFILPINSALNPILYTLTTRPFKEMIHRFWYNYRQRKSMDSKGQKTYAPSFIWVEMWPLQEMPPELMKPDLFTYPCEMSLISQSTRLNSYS
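cAMP rise read by TR-FRET after 30 min, 37C compound exposure (up to 58 uM) in RXFP1-transfected HEK293 cells with Ro 20174 present. EC50 from Hill-equation fits, with 29 nM porcine relaxin as 100% and buffer as basal.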
D1 agonist: Allosteric Agonists of the Human D1 Dopamine Receptor: qHTS | AID 504660, 2011 | 1% of 360,000 active | activation, % at 2 µM | D(1A) dopamine receptor (Homo sapiens), P21728 | HEK293 T-REx D1 cells, calcium flux, agonist mode; in the data active means activation above about 30%; further: 0% is about no effect
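Agonism was scored from calcium flux recorded over 180 s (1 read/s) after pintool compound addition, following a 10-cycle baseline. Cells were inducible force-coupled HEK293 TREx D1, plated overnight at 30 C and loaded with no-wash calcium dye.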
Vif-APOBEC3F blk: qHTS for Inhibitors of Vif-A3F Interactions: qHTS. HeLa A3F-eYFP + Vif (tagged APOBEC3F with the HIV-1 protein that degrades it), YFP fluorescence increase. Potency, µM (series often up to 46.1 µM), inactives show top-dose activity, negative = active. 0.2% of 390,000 active. AID 602313, 2012; further: potency means the concentration at half of the fitted maximal effect; % of control where 0% means no effect; nearly all actives have a fitted effect of over 65% in size
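HeLa cells stably expressing A3F-eYFP plus Vif, plated and incubated overnight at 37 deg C, then exposed to compounds overnight at 37 deg C. Blocked degradation read as raised yellow fluorescence (Ex 488/Em 500-530).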
D1 antag: Antagonist of Human D 1 Dopamine Receptor: qHTS; HEK293 TREx D1 cells, calcium flux, dopamine EC80; active compounds read low; activity change, negative = inhibition, % at 10 µM; D(1A) dopamine receptor (Homo sapiens), P21728; 3.2% of 360,000 active; in the data active means activity change below about -30%; further: on the % scale 0 is the no-effect control and ±100 the full control effect
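Tetracycline-induced HEK293 Trex D1 cells, force-coupled to calcium, dye-loaded; compounds added and read 180 s, then EC80 dopamine added and calcium flux tracked kinetically another 180 s.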
RXFP1 antagonist: qHTS Assay for Antagonists of the Relaxin Receptor RXFP1 | Relaxin receptor 1 (Homo sapiens), Q9HBX9 | HEK293-RXFP1, relaxin-stimulated cAMP HTRF, 30 min; active compounds read low | AID 1259400, 2018 | 0.59% of 350,000 active | activity change, negative = inhibition, % at 57.5 µM;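 active means activity change of -60% or lower, but not beyond a set lower limit; inconclusive means change between -60% and -40%, or beyond the set limit; inactive means change above -40%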; further: on the % scale 0 is the no-effect control and ±100 the full control effect
* hit, by the source's call; ? = inconclusive; nt = not tested or not shown; & = joins results of further samples. Unless noted, the call rests on the fitted dose curve; in most records, active means well fitted curve in the direction sought with a large enough effect; inconclusive means small, poorly fitted or top-dose-only effect, or another doubt; inactive means no such curve, though single readings can be large; an effect the other way counts as inactive or inconclusive. Only part of the results is shown (hit frequency here may not be typical).

SMILES	Vif-APOBEC3G blk	D1 potentiator	D2 potentiator	Glioma ERSR ind	RXFP1 ag	D1 agonist	Vif-APOBEC3F blk	D1 antag	RXFP1 antagonist
CCC(CC)C(=O)N1CCc2cc(OC)c(OC)cc2C1COc1ccc(C(=O)OC)cc1 (configuration not stated)	1%	-1	4	-3%	-0.7%	2	10%	10	nt
Cc1ccc(NC(=O)c2cccc(S(=O)(=O)N3CCN(C)CC3)c2)cc1F	0%	-13	-3	2%	1.1%	6	8%	0	-20
COc1ccc(OC[C@@H](O)CNC(=O)c2cccc3c2C(=O)c2ccc(Cl)cc2S3(=O)=O)cc1	-3%	3	0	-2%	6.0%	-3	0%	nt	nt
CCCc1[nH]n(-c2ccc([N+](=O)[O-])cc2)c(=O)c1C=NCCN1CCNCC1	nt	-5	16	nt	-2.7%	3	nt	2	nt
N#C/C(=C\c1ccc(N2CCOCC2)cc1)c1ccccc1	-3%	-5	-8	1%	0.6%	4	2%	-4	-17
Cc1ccccc1NC(=O)c1c(C)oc2ccc(O)c(CN3CCCC3)c12	-6%	1	-3	-5%	11%	-2	-4%	2	-8
COCCNC(=O)CN(c1ccccc1OC)S(C)(=O)=O	-3%	0	-4	-5%	0.8%	3	-4%	-30*	8
Cc1ccc(S(=O)(=O)NCCC(=O)Nc2cccc(S(=O)(=O)N3CCCC3)c2)cc1C	0%	nt	nt	-6%	nt	nt	1%	nt	-14
COc1ccc(C(=O)CSc2nc(=O)n(Cc3cccnc3)c3c2CCC3)cc1	2%	nt	nt	1%	nt	nt	-4%	nt	2
CC(NC(=O)COC(=O)C12CC3CC(CC(Br)(C3)C1)C2)c1ccccc1 (configuration not stated)	0%	nt	nt	-6%	nt	nt	-2%	nt	-30
O=c1cc(CSc2ccc(Cl)cc2)nc(N2CCOCC2)[nH]1	-7%	-2	16	-3%	2.0%	0	-9%	3	-7
Cc1ccsc1/C=C1/NC(=O)N(Cc2ccc(F)cc2)C1=O	0%	-5	-3	0%	3.3%	3	-22%	4	6
Cc1ccc(S(=O)(=O)N2CCSC2)cc1C	0%	-4	-13	-1%	1.5%	0	0%	4	1
CCC(=O)c1cn(CC(=O)Nc2ccc(C)cc2)c2ccccc12	0%	-9	nt	-5%	21%	8	9%	-8	-4
Cc1cc(Cl)ccc1OCc1nc(-c2ccncc2)no1	-4%	-2	1	2%	-0.1%	2	?	-9	-18
COc1cc(OC)c(C2CC(=O)N3CN(c4ccccc4)CSC3=C2C#N)cc1OC (configuration not stated)	5%	-4	5	-2%	5.3%	2	7%	2	17
CC(C)N1CCc2c(sc(NC(=O)c3ccc(S(=O)(=O)N4CCCCC4C)cc3)c2C(N)=O)C1 (configuration not stated)	-17%	0	0	-3%	2.6%	4	?	18	0
COCCCNC(=O)c1ccc(CS(=O)(=O)c2ccc(OC)cc2)o1	-1%	-8	6	-5%	-0.9%	3	3%	-2	-4
Cc1nc(-c2cccc(NC(=O)c3ccc(Br)o3)c2)cs1	-9%	-2	-8	3%	0.5%	1	0%	9	-25
O=C(NCCc1ccc(Cl)cc1)C1CCN(c2ncnc3c2nc2n3CCCCC2)CC1	-6%	3	7	1%	5.5%	1	-1%	9	10
Cn1nc(C(=O)Nc2cccnc2)c2ccccc2c1=O	0%	2	24	-2%	2.1%	4	4%	7	-7
COc1ccc(C(=O)Nc2ccc(C(=O)N3CCCCC3)cc2)cc1OC	0%	3	-5	-2%	-0.7%	3	15%	-2	-3
CC(CCN1CCN(c2ccccn2)CC1)c1ccccc1 (configuration not stated)	-1%	-8	-19	-5%	0.3%	-2	-1%	-28	4
Cc1cc(C)c(S(=O)(=O)N2CCN(C)CC2)c(C)c1	4%	-7	-3	-1%	0.5%	0	-7%	-15	2
N=c1oc2ccc([N+](=O)[O-])cc2cc1C(=O)NCc1ccccc1	0%	-1	3	-3%	29%	6	-1%	-2	14

A portion from the list above, as a working copy:
SMILES	Vif-APOBEC3G blk	D1 potentiator	D2 potentiator	Glioma ERSR ind	RXFP1 ag	D1 agonist	Vif-APOBEC3F blk	D1 antag	RXFP1 antagonist
Cc1ccc(NC(=O)c2cccc(S(=O)(=O)N3CCN(C)CC3)c2)cc1F	0%	-13	-3	2%	1.1%	6	8%	0	-20
COc1ccc(OC[C@@H](O)CNC(=O)c2cccc3c2C(=O)c2ccc(Cl)cc2S3(=O)=O)cc1	-3%	3	0	-2%	6.0%	-3	0%	nt	nt
CCCc1[nH]n(-c2ccc([N+](=O)[O-])cc2)c(=O)c1C=NCCN1CCNCC1	nt	-5	16	nt	-2.7%	3	nt	2	nt
N#C/C(=C\c1ccc(N2CCOCC2)cc1)c1ccccc1	-3%	-5	-8	1%	0.6%	4	2%	-4	-17
Cc1ccccc1NC(=O)c1c(C)oc2ccc(O)c(CN3CCCC3)c12	-6%	1	-3	-5%	11%	-2	-4%	2	-8
COCCNC(=O)CN(c1ccccc1OC)S(C)(=O)=O	-3%	0	-4	-5%	0.8%	3	-4%	-30*	8

(continued)
SMILES	Vif-APOBEC3G blk	D1 potentiator	D2 potentiator	Glioma ERSR ind	RXFP1 ag	D1 agonist	Vif-APOBEC3F blk	D1 antag	RXFP1 antagonist
COc1c(C=O)cc2c3c1CCCN3CCC2	-5%	-4	-1	-2%	-0.6%	0	8%	9	-5
CCCC/C(O)=C1\C(=O)CC(C)(C)CC1=NCCCCCC(=O)O	1%	4	6	-3%	0.8%	5	-2%	-12	-1
O=C(O)c1cc(NC(=O)c2ccccc2[N+](=O)[O-])ccc1O	4%	-4	1	-3%	0.8%	3	7%	-5	14
COc1ccc(CNC(=O)Cn2nc(N3CCN(c4ccccc4)CC3)ccc2=O)c(OC)c1	0%	0	3	-3%	-1.1%	1	1%	32	0
CCC1=C(c2ccc(C)cc2)S(=O)(=O)N=C1N1CCC(C(=O)NCCCN2CCCCC2C)CC1 (configuration not stated)	0%	-10	7	-5%	3.4%	1	5%	5	-5
COc1nc(C)c2cc(C)oc2n1	0%	-10	7	4%	3.8%	2	-4%	2	5
CCCCN(CC)CCCNC(=O)Cn1ncc2c3ccccc3n(Cc3ccc(F)cc3)c2c1=O	1%	-3	-11	1%	0.1%	0	5%	-4	6
Cc1ccc(NC2CCCCC2NS(=O)(=O)c2ccccc2)c(C)c1 (configuration not stated)	4%	-2	-2	-6%	0.3%	4	?	-5	?
CN(C)CCN(C(=O)c1ccc(C(=O)c2ccccc2)cc1)c1nc2cc3c(cc2s1)OCCO3	-16%	-2	-4	2%	-0.4%	2	-7%	-15	-7
COc1cc(NC(=O)C2CCCC2)c(OC)cc1Cl	-7%	-9	14	-3%	0.0%	4	5%	5	-14
Cc1ccccc1CS(=O)(=O)Cc1ccc(C(=O)NCCc2ccccc2)o1	5%&0%	-6&2	-6&7	11%&1%	0.0%&0.2%	2&-3	3%&7%	-2&-23	3
CCOC(=O)Nc1cc(C(=O)OCC)c(C)nc1C	8%	-3	-3	-2%	0.0%	4	-2%	-1	-3
Cc1ccc(Cn2c(C(=O)O)c(CNCc3cccs3)c3ccc(C)cc32)cc1	-1%	7	1	-2%	0.2%	1	-6%	22	nt
CCOC(=O)Nc1ccc2c3c(cccc13)-c1ccccc1-2	?	nt	nt	2%	nt	nt	3.5µM*	nt	9
Cc1ccc(C)c(N2CCN(C(=O)C3CCCN(c4ncnc5c4nc4n5CCCCC4)C3)CC2)c1 (configuration not stated)	-1%	3	2	-2%	2.8%	8	3%	22	-83*
Cc1cccc(C)c1N1CCN(C(=O)N2CCOCC2)CC1	-6%	3	-9	-4%	1.0%	5	-2%	27	-11
CCN(CC)CCN1C(=O)C(=O)/C(=C(/O)c2c(C)[nH]c(C(=O)OC)c2C)C1c1ccc(OC)cc1 (configuration not stated)	-5%	-4	1	-2%	1.4%	1	6%	-3	-10
C/C(=N\NC(=O)c1c[nH]c2ccccc12)c1ccc2c(c1)OCO2	-4%	-5	-6	5%	-0.3%	0	1%	-13	3
COC(=O)c1cc2oc3ccccc3c2n1CC(=O)Nc1ccc(F)c(Cl)c1	nt	-4	8	nt	12%	2	nt	-1	6
COc1ccc(S(=O)(=O)N2CCOC2CNC(=O)C(=O)NCc2ccc3c(c2)OCO3)cc1C (configuration not stated)	-2%	nt	nt	-3%	nt	nt	-6%	nt	3
C/C(Cc1ccccc1)=N\NC(=O)CNC(=O)Cc1ccccc1	-4%	3	4	0%	-3.9%	1	-2%	7	0
O=C(O)C1OC(Oc2cc3oc(-c4ccccc4)cc(=O)c3c(O)c2O)C(O)C(O)C1O (configuration not stated)	2%	1	6	-2%	1.4%	1	5%	-2	nt
CCN(C(=O)COC(=O)c1ccc(OC)c(S(=O)(=O)N2CCCc3ccccc32)c1)C1CCS(=O)(=O)C1 (configuration not stated)	-1%	0	10	-2%	-0.1%	1	4%	2	-5

Ordered by value in D2 potentiator (smallest number first): three from the list above
| molecule | D2 potentiator |
| --- | --- |
| CCOC(=O)Nc1cc(C(=O)OCC)c(C)nc1C | -3 |
| Cc1ccc(NC2CCCCC2NS(=O)(=O)c2ccccc2)c(C)c1 (configuration not stated) | -2 |
| CCN(CC)CCN1C(=O)C(=O)/C(=C(/O)c2c(C)[nH]c(C(=O)OC)c2C)C1c1ccc(OC)cc1 (configuration not stated) | 1 |

Some values from the results shown:
COc1ccc(CNC(=O)Cn2nc(N3CCN(c4ccccc4)CC3)ccc2=O)c(OC)c1 in Vif-APOBEC3G blk = 0%
CCCCN(CC)CCCNC(=O)Cn1ncc2c3ccccc3n(Cc3ccc(F)cc3)c2c1=O in D1 potentiator = -3
Cc1ccc(C)c(N2CCN(C(=O)C3CCCN(c4ncnc5c4nc4n5CCCCC4)C3)CC2)c1 (configuration not stated) in D1 agonist = 8
COc1c(C=O)cc2c3c1CCCN3CCC2 in RXFP1 ag = -0.6%
